Bioassay records: PubChem, several laboratories
NF-kB neuron act = activators of NF-kB expression in neurons, primary screen, cell-based, HTS. fold change at 12.5 µM. AID 1239, 2008. 1.6% of 190,000 active. human neuronal cells, NF-kB reporter expression; active compounds read high; in the data active = fold change above about 3.3
TNAP act hi DEA = TNAP activators at high phosphate acceptor level, primary screen, biochemical, luminescence, uHTS. Alkaline phosphatase, tissue-nonspecific isozyme (Homo sapiens), P05186. purified TNAP, CDP-star luminescence, 1 M DEA, 30 min; active compounds read high; 0 = EDTA background, 1 = DMSO-only activity. activation factor at 20 µM. 200,000 tested, under 10 active;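 active = activation factor at least 2 at 20 µM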
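Test system – human TNAP · Doses – 20 µM single point · Incubation – 30 min, room temperature · Signal – luminescent substrate turnover signal · Read-out basis – activation factor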
TNAP inh hi DEA = human TNAP enzyme inhibitors, primary screen, biochemical, luminescent, high phosphate acceptor level, uHTS; 0.03% of 200,000 active; inhibition, % at 20 µM; Alkaline phosphatase, tissue-nonspecific isozyme (Homo sapiens), P05186; purified TNAP, CDP-star luminescence, 1 M DEA; AID 1135, 2008;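 active = over 50% inhibition of tissue-nonspecific alkaline phosphatase at 20 µM in the single-dose screen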;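 note: plate controls were DMSO wells for no effect and EDTA-quenched wells as full inhibition for full effect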
PMI act hi M6P = human PMI activators, high substrate, primary screen, biochemical, fluorescence intensity, near-saturating mannose 6-phosphate | coupled PMI enzyme assay, resazurin fluorescence, 20 min; active compounds read high; 1 = untreated enzyme, 0 = substrate-free blank | activation factor at 20 µM | 0.34% of 190,000 active;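 active = activation factor of 2 or more at 20 µM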
Target sequence (P34949 whole entry, looked up): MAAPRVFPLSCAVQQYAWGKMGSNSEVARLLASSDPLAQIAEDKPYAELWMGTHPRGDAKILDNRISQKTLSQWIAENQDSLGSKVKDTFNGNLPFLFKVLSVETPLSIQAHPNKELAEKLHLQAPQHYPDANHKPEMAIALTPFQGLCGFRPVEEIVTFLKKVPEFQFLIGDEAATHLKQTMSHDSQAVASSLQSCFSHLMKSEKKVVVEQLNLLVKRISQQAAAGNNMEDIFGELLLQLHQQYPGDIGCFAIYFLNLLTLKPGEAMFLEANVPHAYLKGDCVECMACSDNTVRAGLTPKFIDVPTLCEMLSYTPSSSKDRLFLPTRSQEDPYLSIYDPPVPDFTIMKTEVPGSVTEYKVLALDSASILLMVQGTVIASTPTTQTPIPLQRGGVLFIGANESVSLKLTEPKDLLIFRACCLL
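test system = human PMI in coupled enzyme assay | medium = HEPES-buffered pH 7.4 with magnesium and detergent | also added = 1.0 mM mannose-6-phosphate substrate with 0.22 mM NADP+ | compound = 20 µM single dose | times = 20 min incubation at room temperature | measured by = resorufin fluorescence (Ex 544/Em 590 nm) from resazurin via diaphorase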
TNAP inh no acc = human TNAP enzyme inhibitors, primary screen, biochemical, luminescent, no phosphate acceptor, uHTS. Alkaline phosphatase, tissue-nonspecific isozyme (Homo sapiens), P05186. purified TNAP, CDP-star luminescence, 30 min. inhibition, % at 20 µM. 0.26% of 200,000 active. AID 1012, 2008;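 active = tissue-nonspecific alkaline phosphatase inhibition above about 50% at 20 µM in the single-dose screen, limit read from the data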;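 note: 0% = DMSO negative control and 100% = EDTA positive control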
bIAP activator = bovine intestinal alkaline phosphatase activators, primary screen, biochemical, bovine IAP, CDP-star luminescence; alkaline phosphatase, intestinal [Bos taurus]; purified bovine IAP, 30 min; active compounds read high; fold of DMSO-control signal, blank-subtracted; activation factor at 20 µM; 0.17% of 200,000 active;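 active = activation factor of 2 or more at 20 µM, a signal rise over negative controls twice the positive control's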
FLuc stim CS = FLuc activators, initial screening, artefact control for FLuc-dependent activation tests, biochemical, ATPlite luminescence; Luciferin 4-monooxygenase (Photinus pyralis), P08659; ATPlite luciferase biochemical, 10 min; 0 = ATP-free wells, 1 = DMSO control; activation factor at 10 µM; 200,000 tested, under 10 active; AID 1027, 2008;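 active = luciferase activation factor, scaled between plate controls, of at least 2 with compound at 10 µM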
Target sequence (P08659 whole entry, looked up): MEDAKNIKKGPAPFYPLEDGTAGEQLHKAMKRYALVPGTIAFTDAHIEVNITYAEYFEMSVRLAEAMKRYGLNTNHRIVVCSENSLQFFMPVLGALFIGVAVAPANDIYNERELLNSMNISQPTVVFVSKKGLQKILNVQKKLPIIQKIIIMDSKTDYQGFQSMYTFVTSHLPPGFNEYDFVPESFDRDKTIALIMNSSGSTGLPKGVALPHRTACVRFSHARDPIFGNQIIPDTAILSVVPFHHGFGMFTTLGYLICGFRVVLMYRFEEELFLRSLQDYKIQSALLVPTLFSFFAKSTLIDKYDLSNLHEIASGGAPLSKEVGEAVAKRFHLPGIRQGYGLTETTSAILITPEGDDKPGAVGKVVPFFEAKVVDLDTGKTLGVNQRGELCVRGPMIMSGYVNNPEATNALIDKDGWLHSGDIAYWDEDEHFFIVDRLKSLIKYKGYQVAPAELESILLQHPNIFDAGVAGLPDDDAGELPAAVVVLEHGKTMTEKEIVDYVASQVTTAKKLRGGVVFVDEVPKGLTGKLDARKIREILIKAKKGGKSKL
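Assay system – cell-free luciferase reagent · Medium – PBS-based ATP solution · Dosing – test compounds dosed from 2 mM stocks in 100% DMSO · Timing – 10 min, room temperature · Technique – light output (luminescence) · Measure – luminescence gain marking luciferase activators · Controls – No-ATP low control, compound-free enzyme-plus-ATP high control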
FLuc inhib CS = firefly luciferase enzyme inhibitors, primary screen, artefact control for luciferase-based inhibitor screens, biochemical, luminescence, ATPLite; Luciferin 4-monooxygenase (Photinus pyralis), P08659; 10 min; inhibition, % at 10 µM; 1.5% of 200,000 active; AID 1006, 2008;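 active = inhibition above about 50% when tested at 10 µM, limit read from the data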
APP 5'UTR act = activators of APP 5'UTR luciferase reporter, primary screen, SH-SY5Y cells. 1% of 190,000 active. SH-SY5Y APP 5'UTR luciferase reporter, luminescence; zero percent = DMSO vehicle wells. activation, % at 2 µM;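 active = activation above a set limit, based on mean plus 3 SD of controls, cut at about 140% in these data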; note: values of inactives mirror those of a sister screen read the other way
PMI act = activators of human PMI, primary screen, biochemical, fluorescence intensity, near-Km mannose 6-phosphate; 0.005% of 190,000 active; activation factor at 20 µM; purified human PMI, coupled resazurin fluorescence, 20 min; active compounds read high; 1 = vehicle control, 0 substrate-free wells;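 active = activation factor of 2 or more at 20 µM, relative to plate controls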
Starred values were filed as active, the others as inactive; x = not tested or not shown.

Under each structure – NF-kB neuron act, TNAP act hi DEA, TNAP inh hi DEA, PMI act hi M6P, TNAP inh no acc, bIAP activator, FLuc stim CS, FLuc inhib CS, APP 5'UTR act, PMI act
1: CC(C)OC(=O)c1cc(NC(=O)C2C3CCC(O3)C2C(=O)O)cc(C(=O)OC(C)C)c1 (stereo not given)
  0.69, 1, 4, 0.9, -10, 1, 1, -3, -1, 0.9
2: O=c1c2ccccc2nnn1CSc1nnnn1-c1ccccc1
  1.6, 1, -4, 1.1, -14, 1, 1, -3, 15, 1
3: CCCCN1C2CCCC1CC(NC(=O)c1ccc(OC)c(OC)c1)C2 (stereo not given)
  1.4, 1, 0, 0.9, -11, 1.1, 1, -3, 3, 1
4: CCOc1ccc(NC(=O)C(Cc2ccccc2)NC(=O)C2CCCCC2)cc1 (stereo not given)
  1.1, 1, 2, 1, 0, 1, 1.1, -7, 13, 1
5: CCOC(=O)c1sc2cccc(F)c2c1N
  1.2, 1, 4, 1, -7, 0.7, 1, 1, -7, 1
6: Cc1c(C(=O)N2CCN(c3ccccn3)CC2)sc2ncnc(N3CCOCC3)c12
  1.1, 1, -4, 1, -10, 0.9, 1.1, -6, -14, 0.9
7: CC(C)N(C(=O)NC(=O)Nc1ccc(S(=O)(=O)N2CCCC2)cc1)S(C)(=O)=O
  1.1, 1.1, -6, 1, -10, 1, 1, 2, -7, 1
8: C=CCN(c1ccc(C(=O)NC(C)C)cc1)S(C)(=O)=O
  1.2, 1.1, -7, 1, -6, 1, 1, -1, -17, 1
9: C=CCCC(=O)Nc1nc(C)c(-c2csc(Nc3cccc(OC)c3)n2)s1
  1, 1.1, -9, 0.8, -7, 0.9, 1.1, -10, -5, 1
10: Cn1c(=O)c2c(nc(CN3CCOCC3)n2CCc2ccccc2)n(C)c1=O
  1.1, 1.1, -7, 1.1, -10, 1.1, 1, -3, 12, 1
11: COc1ccc(C(C(=O)NC(C)(C)C)N(Cc2cccs2)C(=O)CCC(=O)Nc2cc(C)on2)cc1 (stereo not given)
  0.97, 1, -2, 0.9, -5, 0.8, 1, -2, 8, 1
12: CN(C)c1nc(-c2ccccn2)nnc1-c1ccccc1
  0.82, 1, -2, 1.1, -13, 0.9, 1, -4, -30, 1
13: Cc1cccc(-c2noc(Cc3ccccc3)n2)c1
  2.1, 1, -3, 0.9, -10, 0.9, 0.9, 6, 42, 0.9
14: O=C(Nc1ccc(N=Nc2ccccc2)c(NC(=O)C2CCCO2)c1)C1CCCO1 (stereo not given)
  0.37, 1, 3, 0.9, -1, 1, 1.1, -6, -6, 1
15: CCCCn1c(SCc2cc(=O)n3ccsc3n2)nc2cc(C(=O)OC)ccc2c1=O
  x, 1.1, -8, 1.1, -2, 1, 1.1, -6, x, 1.1
16: c1ccc2[nH]c(CSc3ncnc4c3oc3ccccc34)nc2c1
  0.57, 1, 0, 1, -4, 1.1, 1, -4, 40, 0.9
17: CC1(C)CC(=O)C(C=NCCN2CCN(C3CC(=O)N(c4ccc(Cl)c(Cl)c4)C3=O)CC2)=C(O)C1 (stereo not given)
  1.1, 1, -2, 1, -4, 1, 1, -4, -12, 0.9
18: CC(=O)N1Cc2cc(N)ccc2Oc2ccccc21
  1.1, 1, -3, 1, -6, 0.9, 1.1, -5, -3, 1
19: Cc1ccccc1NC(=O)N1CCCC(c2nc(-c3ccc(C(C)C)cc3)no2)C1 (stereo not given)
  0.89, 1.1, -7, 0.9, -17, 1, 1, -4, 112, 0.9
20: Cc1ccsc1C(=O)N1CCCC(CCC(=O)NCc2ccccc2F)C1 (stereo not given)
  1.1, 1, -2, 1, 0, 1.2, 1, -5, 7, 1
21: Cn1c(=O)n(C)c2cc([N+](=O)[O-])c(N3CCN(C(=O)c4ccc(Cl)cc4)CC3)cc21
  0.92, 1, -2, 1, -12, 1, 1, -5, -2, 1
22: Cc1ccc(C)c2[nH]c(=O)c(CCNC(=O)Cc3cccs3)cc12
  1.2, 1, 1, 0.9, -12, 1, 1, -2, 4, 1
23: COCCN(CC(=O)NCc1ccc(OC)cc1)C(=O)CCC(=O)Nc1nccs1
  0.97, 1.1, -6, 1, -16, 1, 1.1, -5, 3, 1
24: COc1cccc(C(=O)/C=C/Nc2ccc(S(=O)(=O)Nc3cnc4ccccc4n3)cc2)c1
  1, 1, 0, 1, 0, 1.4, 1, 1, 18, 1.2
25: Cc1ccc2occ(C3NC(C(=O)O)CS3)c(=O)c2c1 (stereo not given)
  1.3, 1, 2, 1, 20, 1.1, 1.1, -8, -17, 0.9
26: O=C(c1ccc(OC2CCN(Cc3ccccn3)CC2)cc1)N1CCCCO1
  1.1, 1.1, -5, 0.9, -10, 1.1, 1, -2, -3, 0.8
27: COC(=O)Cc1ccc(NC(=S)NCC(C)C)cc1
  1.1, 1, -1, 0.9, -18, 0.9, 0.9, 10, x, 0.9
28: Cc1ccc(C(=O)CSc2nnc(COc3cccc(C)c3)o2)cc1
  1, 1.1, -7, 0.9, -8, 1, 1, -4, 4, 0.8
29: O=C(COC(=O)c1ccc2c(=O)n3c(nc2c1)CCC3)NC1CCS(=O)(=O)C1 (stereo not given)
  1.1, 1, 0, 1.1, -6, 1, 1, 1, 24, 1.1
30: COc1cc(NC(=O)CSc2nncn2C)c(C)cc1[N+](=O)[O-]
  1.4, 1, 0, 1, -2, 1, 1.1, -8, -2, 1.1

Part of the list above in order of number of heavy atoms, descending.
Under each structure – NF-kB neuron act, TNAP act hi DEA, TNAP inh hi DEA, PMI act hi M6P, TNAP inh no acc, bIAP activator, FLuc stim CS, FLuc inhib CS, APP 5'UTR act, PMI act
1: CC(C)OC(=O)c1cc(NC(=O)C2C3CCC(O3)C2C(=O)O)cc(C(=O)OC(C)C)c1 (stereo not given)
  0.69, 1, 4, 0.9, -10, 1, 1, -3, -1, 0.9
19: Cc1ccccc1NC(=O)N1CCCC(c2nc(-c3ccc(C(C)C)cc3)no2)C1 (stereo not given)
  0.89, 1.1, -7, 0.9, -17, 1, 1, -4, 112, 0.9
2: O=c1c2ccccc2nnn1CSc1nnnn1-c1ccccc1
  1.6, 1, -4, 1.1, -14, 1, 1, -3, 15, 1

Going on with the list:
Under each structure – NF-kB neuron act, TNAP act hi DEA, TNAP inh hi DEA, PMI act hi M6P, TNAP inh no acc, bIAP activator, FLuc stim CS, FLuc inhib CS, APP 5'UTR act, PMI act
31: CSCCC(NS(=O)(=O)c1ccc2c(c1)oc(=O)n2C)C(=O)NC1CCN(Cc2ccccc2)CC1 (stereo not given)
  0.98, 1.1, -7, 1, -5, 1.1, 0.8, 16, 2, 0.9
32: Cc1cnc(C(=O)OCC(=O)NC2CCCCCCC2)cn1
  1.1, 1, -5, 1.1, -14, 1, 1.1, -5, 3, 1.1
33: O=C(CCCCn1c(=O)[nH]c2ccccc2c1=O)NCCC1=CCCCC1
  0.91, 1, 1, 1, 9, 1, 1, -4, -2, 1.1
34: CS(=O)(=O)N(CC(N)=O)c1ccc(F)c(Cl)c1
  1.1, 0.9, 5, 0.8, -6, 1.1, 1, 2, -12, 0.8
35: O=C(CN1N=C(C(F)(F)F)CC1(O)c1ccc([N+](=O)[O-])cc1)c1ccccc1 (stereo not given)
  1, 1, 0, 1, -8, 0.9, 1.1, -7, -17, 1
36: O=C1C/C(=C/NCc2ccccc2)C(=O)N1
  0.95, 1, -2, 1, -11, 0.9, 1.1, -5, 16, 0.9
37: CCOC(=O)NC(=O)C(=CNc1ccc(C)cc1)C(=O)NC(=O)OCC
  1, 1, -5, 0.9, -10, 0.9, 1.1, -5, 22, 1
38: CNC(=S)NNC(=O)c1sc2cc(C(F)(F)F)cnc2c1-c1ccccn1
  1.1, 1, -2, 0.9, -98, 1.2, 1, 1, 18, 1
39: CC(=O)c1ccc(NS(=O)(=O)Cc2ccc(Cl)cc2)cc1
  1, 1, -4, 1, -2, 0.9, 1, -4, -34, 1
40: OCCN1CCN(C(=S)Nc2ccccc2)CC1
  1, 1.1, -8, 1, -22, 0.9, 1.1, -8, 11, 1
41: Cc1noc(C)c1C(=O)OCC(=O)c1ccc[nH]1
  1.1, 1.1, -7, 0.9, -10, 1, 1.1, -10, 11, 1
42: CCCCn1nc2cc(C(=O)NCc3ccc(OC(F)(F)F)cc3)ccc2c1OC
  1, 1, -1, 0.8, -5, 1, 1.1, -5, 2, 0.8
43: S=c1nc(-c2ccccc2)n(CCN2CCOCC2)c2c1CCCC2
  1.1, 1, -5, 1.1, -11, 0.9, 1, -1, 7, 1
44: COc1cc2c(cc1OC)C1(NCC2)C(=O)Nc2ccccc21 (stereo not given)
  1.1, 1, 0, 1, -9, 1, 1.1, -8, 6, 1.1
45: COc1ccc(C(=O)NCc2cn3ccsc3n2)cc1OC
  1.1, 1, -2, 0.9, -5, 0.9, 1.1, -9, -12, 0.9
46: C=CCc1ccc(OCCOc2ccc(/C=N/n3cnnc3)cc2OCC)c(OC)c1
  0.63, 1, -2, 1.1, 4, 1, 1.1, -5, x, 1.1

One compound at a time (already shown). Order of values: NF-kB neuron act | TNAP act hi DEA | TNAP inh hi DEA | PMI act hi M6P | TNAP inh no acc | bIAP activator | FLuc stim CS | FLuc inhib CS | APP 5'UTR act | PMI act
Record of O=C(CN1N=C(C(F)(F)F)CC1(O)c1ccc([N+](=O)[O-])cc1)c1ccccc1 (stereo not given) → 1 | 1 | 0 | 1 | -8 | 0.9 | 1.1 | -7 | -17 | 1
Record of C=CCc1ccc(OCCOc2ccc(/C=N/n3cnnc3)cc2OCC)c(OC)c1 → 0.63 | 1 | -2 | 1.1 | 4 | 1 | 1.1 | -5 | x | 1.1
Record of Cc1noc(C)c1C(=O)OCC(=O)c1ccc[nH]1 → 1.1 | 1.1 | -7 | 0.9 | -10 | 1 | 1.1 | -10 | 11 | 1
Record of CCCCn1nc2cc(C(=O)NCc3ccc(OC(F)(F)F)cc3)ccc2c1OC → 1 | 1 | -1 | 0.8 | -5 | 1 | 1.1 | -5 | 2 | 0.8
Record of O=C(CCCCn1c(=O)[nH]c2ccccc2c1=O)NCCC1=CCCCC1 → 0.91 | 1 | 1 | 1 | 9 | 1 | 1 | -4 | -2 | 1.1
